Source: PubChem (Broad Institute)
S100A4 MyoIIA = inhibitors of S100A4-myosin IIA peptide binding, primary screen, biochemical, fluorescence polarization, TAMRA-MyoIIA peptide. Protein S100-A4 (Homo sapiens), P26447. hit rate 0.14% among 360,000. AID 652163, 2013. inhibition, % at 10.7 µM;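 active = mean inhibition of at least 70% across replicates, with every replicate also reaching that level; inconclusive = mean inhibition reaches 70% but some replicates fall short; inactive = mean inhibition below 70%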
Target sequence (P26447 whole entry, looked up): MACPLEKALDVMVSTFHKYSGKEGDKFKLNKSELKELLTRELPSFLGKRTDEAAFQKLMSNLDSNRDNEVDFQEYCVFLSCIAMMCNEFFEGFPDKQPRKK
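Test system: S100A4 monomer protein; Medium: HEPES pH 7.2 with CaCl2, KCl, NaCl, DTT, Triton; Probe or stimulus: TAMRA-labelled myosin IIA heavy-chain peptide probe, 5 nM; Doses: one dose per compound; Times: polarization read 5 min after assay mix addition, stable 5–60 min; Benchmarks: neutral control DMSO, positive control TFP.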
EWS-Fli block = EWS/Fli-driven NR0B1 reporter inhibitors, primary screen, A673 cells, NR0B1 luciferase, luminescence, MLPCN library. viability-normalised. inhibition, % at 12.6 µM. hit rate 0.67% among 350,000;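 active = mean inhibition of at least 50% after viability correction, with every replicate also passing that limit; inconclusive = mean reaches 50% but only one of two replicates passes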;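 also: firefly luciferase signal divided by Alamar Blue viability fluorescence both relative to DMSO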
PGC1a acetyl inh = inhibitors of PGC1a acetylation signal, primary screen, cell-based, U2OS, AlphaScreen, inhibitor mode; AID 651687, 2012; inhibition, % at 15.6 µM; AlphaScreen anti-acetyl-lysine; with virally co-expressed GCN5 acetyltransferase; hit rate 0.17% among 350,000;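 active = every replicate shows inhibition of at least 40%; inconclusive = mean inhibition at least 40% but some replicate below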;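 also: 0% = neutral control wells and 100% = positive control wells; some results beyond the cut were filed as inactive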
FN deposition inh = inhibitors of fibronectin matrix deposition, primary screen, AH1F cells, Alexa488-fibronectin fluorescence, plate reader; AH1F fibroblasts, overnight; inhibition, % at 12.6 µM; hit rate 0.086% among 350,000;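 active = mean inhibition across replicates of 30% or more, regardless of how many single replicates reach that level; inconclusive = mean under 30% yet at least half of replicates reach 30%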;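 also: positive control wells lacked labelled fibronectin entirely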
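material = AH1F fibroblast monolayer depositing Alexa488-labelled fibronectin into matrix | amount = 10000 AH1F cells/well | buffer or medium = DMEM plus 2% serum, read in PBS | incubation = 1 h cell adhesion before compound, then overnight fibronectin incubation | detection = fluorescence at 485 nm excitation, 525 nm emission | evaluation = percent inhibition as loss of matrix-bound fibronectin fluorescence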
ERAP1 inh = human ERAP1 aminopeptidase inhibitors, primary screen, biochemical, single point, plate reader; Endoplasmic reticulum aminopeptidase 1 (Homo sapiens), Q9NZ08; recombinant ERAP1, Leu-AMC fluorescence, 60 min; inhibition, % at 10.7 µM; hit rate 0.15% among 340,000; AID 652197, 2013;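 active = mean replicate inhibition of at least 30%, or all replicates individually reaching that 30% level; inactive = mean below 30% and not every replicate reaching it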;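 also: 0% = neutral control wells and 100% = L-leucinethiol positive control wells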
Target sequence (Q9NZ08 whole entry, looked up): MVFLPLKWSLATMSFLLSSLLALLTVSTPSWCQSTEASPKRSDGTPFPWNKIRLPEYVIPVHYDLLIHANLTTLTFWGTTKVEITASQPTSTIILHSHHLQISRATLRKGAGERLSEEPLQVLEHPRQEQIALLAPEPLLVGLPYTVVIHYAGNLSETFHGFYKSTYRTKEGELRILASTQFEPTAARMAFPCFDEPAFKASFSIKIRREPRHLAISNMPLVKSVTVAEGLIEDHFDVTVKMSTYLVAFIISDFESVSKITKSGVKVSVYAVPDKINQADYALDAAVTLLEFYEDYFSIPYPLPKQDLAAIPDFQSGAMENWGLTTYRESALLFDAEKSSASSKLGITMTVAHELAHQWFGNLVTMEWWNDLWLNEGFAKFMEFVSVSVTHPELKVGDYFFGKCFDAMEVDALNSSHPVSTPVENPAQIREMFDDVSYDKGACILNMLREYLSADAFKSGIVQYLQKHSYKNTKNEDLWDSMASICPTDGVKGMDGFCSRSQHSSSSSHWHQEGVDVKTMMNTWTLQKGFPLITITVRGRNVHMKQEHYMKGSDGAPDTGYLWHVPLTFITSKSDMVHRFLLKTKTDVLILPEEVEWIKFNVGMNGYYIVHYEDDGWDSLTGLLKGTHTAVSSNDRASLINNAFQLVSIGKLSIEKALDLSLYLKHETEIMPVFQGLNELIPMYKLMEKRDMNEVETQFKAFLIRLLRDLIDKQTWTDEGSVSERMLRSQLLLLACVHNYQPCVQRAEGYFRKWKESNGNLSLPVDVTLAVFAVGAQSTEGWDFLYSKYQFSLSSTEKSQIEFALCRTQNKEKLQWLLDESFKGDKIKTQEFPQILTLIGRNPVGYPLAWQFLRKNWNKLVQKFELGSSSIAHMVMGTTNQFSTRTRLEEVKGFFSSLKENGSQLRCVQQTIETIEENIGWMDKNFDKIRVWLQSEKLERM
LGR2 antag = inhibitors of bursicon-induced LGR2 CRE-luciferase signal, primary screen, cell-based, HEK293, CRE-luciferase reporter, bursicon stimulation | Drosophila bursicon receptor LGR2 (rickets) | bursicon-stimulated, 4 h | inhibition, % at 9.99 µM | hit rate 0.35% among 380,000 | AID 720647, 2013;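 active = drop in luminescence signal, shown as inhibition above about 50% in the replicate tests, limit read from the data, passing the limit was not always enough; inconclusive = probably only some replicates passing the limit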;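 also: agonist challenge used bursicon conditioned medium at about half maximal strength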
PAX8 reporter = inhibitors of PAX8-driven TPO luciferase reporter, primary screen, RMG-I cells, single concentration; AID 652154, 2013; hit rate 1.2% among 360,000; inhibition, % at 12.6 µM; SteadyGlo, 24 h;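 active = mean replicate inhibition at least 60% with every replicate also reaching 60%; inconclusive = only one of the two criteria is met; inactive = mean below 60% and not all replicates reaching 60%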;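 also: luciferase light reporting Pax8 driven TPO promoter activity; plate controls were median of neutral control wells for no effect and mitoxantrone controls for full effect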
PglD DTNB = C. jejuni PglD acetyltransferase inhibitors, primary screen, biochemical, DTNB colorimetric, single point; UDP-N-acetylbacillosamine N-acetyltransferase PglD (Campylobacter jejuni); purified PglD enzyme, DTNB colorimetric CoA detection; inhibition, % at 12.5 µM; hit rate 0.098% among 360,000; AID 602405, 2012; in the data active = inhibition above about 16%, passing the limit was not always enough; inconclusive = no clear call, values can overlap the other calls; also: strong numbers were not always called active
Active calls of the source: *; ? = inconclusive; nt = no result given; & = joins results of further samples.

SMILES	S100A4 MyoIIA	EWS-Fli block	PGC1a acetyl inh	FN deposition inh	ERAP1 inh	LGR2 antag	PAX8 reporter	PglD DTNB
C[C@@H]1CN([C@H](C)CO)C(=O)c2cc(NC(=O)Nc3ccc(F)cc3)ccc2O[C@H]1CN(C)C(=O)Nc1cccc2ccccc12	-7	-4	-3	5	2	4	0	0
CCC(=O)Nc1ccc2c(c1)C(=O)N(C)C[C@@H](OC)[C@@H](C)CN(Cc1ccccc1F)[C@H](C)CO2	-11	2	1	3	-1	3	3	2
Cc1nnc2ccc(-c3cccc(NC(=O)c4ccco4)c3)nn12	-3	4	-25	-10	-1	6	9	2
Cc1ccc(OCCC(=O)OCC(=O)NC(=O)NCc2ccccc2)cc1	0	-4	6	nt	1	-2	-14	nt
N#Cc1c(-c2ccccc2)nc(SCC(=O)N2c3ccccc3Sc3ccccc32)[nH]c1=O	2	11	1	-14	1	1	-7	nt
COc1ccc(CCn2cc(C#N)c(=O)[nH]c2=O)cc1OC	43	3	-1	0	-2	-8	-32	nt
Cc1ccccc1-c1nc(-c2ccc(Br)o2)no1	-7	-37	6	-5	0	-114	-89	-1
Cc1ccc(S(=O)(=O)N(C)C)cc1NC(=O)CN1C(=O)NC(Cc2c[nH]c3ccccc23)C1=O (centres undefined)	1	14	7	5	-3	1	6	nt
CCOc1ccccc1NC(=O)CNC(=O)Cc1ccccc1	-8	-13	nt	-7	-2	9	12	-2
C/C(=N\NC(=O)c1cccc(C)c1)c1cccc(NC(=O)c2ccco2)c1	nt	nt	-6	-2	nt	nt	-22	8
C[C@H]1CN(S(=O)(=O)c2c(F)cccc2F)CCN1S(=O)(=O)c1ccc2c(c1)OCCO2	-7	2	nt	6	5	-4	-25	-4
COc1cccc(NC(=O)N2C[C@H](O)COC[C@@H]3O[C@@H](CC(=O)NCCCN4CCOCC4)CC[C@H]32)c1	nt	nt	-2	2	nt	0	nt	0
COC(=O)[C@]12C[C@H](CC(=O)N3CCN(C(=O)C4CC4)CC3)C(=O)N(CCC3=CCCCC3)C1=C[C@H](COCc1ccccc1)O[C@@H]2C	-1	0	nt	-6	3	?	-11	nt
O=C(Nc1cc(Cl)c(Cl)cc1Cl)c1cccnc1	-4	-5	nt	12	0	-5	1	0
COc1ccccc1CCC(=O)Nc1ccc2c(c1)c(=O)n(C)n2-c1cccs1	-5	43	-6	13	9	-18	33	nt
O=C(C[C@@H]1C[C@@H]2c3cc(NC(=O)c4ccc5c(c4)OCO5)ccc3O[C@@H]2[C@@H](CO)O1)NC1CCCC1	14	-8	-12	-19	-2	8	6	-6
CC(C)CC#Cc1ccc([C@H]2[C@@H](CO)N3C(=O)CN(C(=O)Cc4cccnc4)C[C@H]23)cc1	2	-5	-2	nt	2	1	0	nt
O=C(O)[C@@H]1[C@@H](CO)[C@@H]2Cn3c(ccc(-c4cncnc4)c3=O)[C@@H]2N1C(=O)C1CCCCC1	-3	-1	nt	0	0	7	-5	-3
O=[N+]([O-])c1cc(S(=O)(=O)N2CCCC2)ccc1NN=C1CCCC1	nt	nt	nt	-3	nt	-8	-9	3
N#CCCN(Cc1ccccc1)C(=O)CCC(=O)c1ccc(F)cc1	-1	-8	6	-2	2	-3	1	0
O=C(COC(=O)c1ccc(O)cc1)NCc1ccc2c(c1)OCO2	-5	-4	-11	6	3	-22	6	3
C[C@H](CO)N1C[C@H](C)[C@H](CN(C)Cc2cccc(C(=O)O)c2)Oc2ncc(C#CCN(C)C)cc2C1=O	-11	-11	1	nt	-1	5	nt	-3
Cc1cccc(-n2ccc(=O)c(C(=O)Nc3ccc(S(=O)(=O)Nc4nccc(C)n4)cc3)n2)c1	4	nt	3	-5	-4	-8	-23	4
CN1CCN(C(=O)C[C@@H]2C[C@H]3c4cc(NC(=O)c5ccc6c(c5)OCO6)ccc4O[C@H]3[C@@H](CO)O2)CC1	2	-7	3	nt	-1	-16	-10	6
CN(CC(=O)OCC(=O)NC1CCCC1)S(=O)(=O)c1ccc(Cl)cc1	-6	-2	-1	1	1	-2	-1	-3
Next results:
SMILES	S100A4 MyoIIA	EWS-Fli block	PGC1a acetyl inh	FN deposition inh	ERAP1 inh	LGR2 antag	PAX8 reporter	PglD DTNB
CCOC(=O)Cc1ncccc1C(=O)Nc1ccc(OC)cc1	-1	-6	9	1	8	-27	14	nt
OCc1ccccc1SSc1ccccc1CO	1	17	35	-8	20	10	-8	4
Cc1cc(NC(=O)CSC2=NS(=O)(=O)c3cc(F)ccc3N2)no1	-3	0	-1	1	0	-10	10	-3
CN1[C@@H]2Cn3c(ccc(-c4ccccc4)c3=O)[C@H]1[C@@H](C(=O)NCC1CC1)[C@@H]2CO	-1	-1	nt	nt	0	14	nt	-2
O=C(CN1C(=O)NC(c2ccccc2)(c2ccccc2)C1=O)NCc1cccs1	0	3	nt	8	-5	2	-2	1
Cc1ccc(Oc2ccccc2NC(=O)CSCC(=O)Nc2cc(C)on2)cc1	-1	-14	nt	-7	-5	7	15	3
COc1ccc(CNc2nc(NCc3ccc(OC)cc3)c3[nH]cnc3n2)cc1	1	-7	nt	6	1	19	-4	5
O=C(O)/C=C/c1ccc(S(=O)(=O)Nc2cccnc2)cc1	-10	-2	5	0	-1	10	-6	9
Cc1cccc(-n2nc3c(c2NC(=O)C(C)C)CSC3)c1	-2	nt	-10	3	0	-10	7	2
O=C(C1=NOC2(C1)C(=O)Nc1ccccc12)N1CCCC1 (centres undefined)	0	-2	nt	4	nt	-5	-18	nt
CC(C)C(=O)Nc1ccc(C(=O)N/N=C/c2cc(Br)cc(Br)c2O)cc1	4	32	nt	12	5	5	2	nt
COc1ccc(C2CC(=O)C(c3ccc(C(N)=O)cc3)=CN2Cc2ccccc2)cc1 (centres undefined)	5	4	nt	9	1	13	12	nt
O=S(=O)(NC1CCCCCCC1)c1ccccc1	-4	0	-12	-9	3	6	10	-1
Cc1cccc(C(=O)NNC(=S)NC(=O)c2ccccc2)c1	-4	27	0	3	nt	-4	3	2
COc1ccc(-c2cnc3c(NC(C)=O)cc(-c4ccc(S(C)(=O)=O)cc4)cn23)cc1OC	1	-4	-10	6	1	27	7	0
Cc1ccccc1-c1ccc2c(c1)O[C@@H](CN(C)C(=O)Nc1ccc(F)cc1)[C@H](C)CN([C@@H](C)CO)S2(=O)=O	-7	-1	4	nt	-5	14	4	-6
CC(C)NC(=O)N(C)C[C@@H]1Oc2ncc(C#Cc3ccccc3F)cc2C(=O)N([C@@H](C)CO)C[C@H]1C	14	3	1	4	-3	-4	nt	1
CC1=C(C(=O)OCc2ccccc2)C(c2ccc(C(F)(F)F)cc2)NC(=O)N1CCCCCC(=O)O (centres undefined)	3	-1	-7	8	2	16	-6	2
COC(=O)c1c(-c2c(Cl)cccc2Cl)noc1NC(=O)N(C)C	-6	1	-1	-9	-1	6	32	nt
C[C@@H]1CN([C@@H](C)CO)C(=O)c2cc(NS(C)(=O)=O)ccc2O[C@H]1CN(C)S(=O)(=O)c1ccc(F)cc1	7	-7	3	nt	0	-5	nt	2
Nc1ccc(S(=O)(=O)N2CCCC2)cc1	-3	-7	-2	4	-1	11	-7	2
CCCc1cc(C(=O)NNC(=S)NCC2CCCO2)cs1 (centres undefined)	nt	nt	3	0	nt	-1	-23	-8
N#Cc1ccccc1NC(=O)CNc1cc(S(=O)(=O)N2CCOCC2)ccc1NCC1CCCO1 (centres undefined)	-1	5	8	4	4	-32	nt	-2
COCC(=O)N1CCCCN2[C@H](CO)[C@@H](c3ccc(-c4ccccc4)cc3)[C@H]2C1	13	-14	8	nt	2	7	-6	2
CC(C)(C)NC(=O)N1CCN(c2nc(-c3ccccc3)ns2)CC1	0	-109	3	-3	nt	-53	-111	-4
Continuation.
SMILES	S100A4 MyoIIA	EWS-Fli block	PGC1a acetyl inh	FN deposition inh	ERAP1 inh	LGR2 antag	PAX8 reporter	PglD DTNB
COc1cc(Br)c(C(C)NC(=O)c2ccccc2)cc1OC (centres undefined)	-2	13	-3	nt	2	9	nt	0
Cc1nn(Cc2ccc(F)cc2)c2sc(C(=O)Nc3ccccc3N3CCOCC3)cc12	5	-1	nt	4	3	nt	0	nt
O=C(CCCOc1ccc(Cl)cc1)Nc1ccc(N2CCOCC2)cc1	-1	-2	nt	nt	4	2	5	nt
COCC(=O)N(C)C[C@@H]1Oc2ncc(C#C[C@H](C)O)cc2C(=O)N([C@H](C)CO)C[C@H]1C	5	-8	13	4	-2	-2	nt	0
CCOC(=O)NC1c2ccccc2Oc2ccccc21	6	-12	5	7	nt	1	-9	0
C[C@H]1CN([C@@H](C)CO)C(=O)c2cccc(NS(C)(=O)=O)c2O[C@@H]1CN(C)Cc1ccccc1	8	-4	-3	nt	2	-7	-17	-2
O=C(NCC[C@H]1CC[C@H](NS(=O)(=O)c2ccc(F)cc2)[C@@H](CO)O1)Nc1ccc(Cl)cc1	-5	-42	5	3&-7	1	-11	-18	1
CC(C)C#Cc1cnc2c(c1)C(=O)N([C@@H](C)CO)C[C@@H](C)[C@H](CN(C)C(=O)Nc1cccc(F)c1)O2	3	-12	-2	-10	3	-21	3	3
N#C/C(=C\C=C\c1ccccc1)c1nc(-c2ccc(Cl)cc2)cs1	-15	4	nt	-2	-2	-5	9	-1
C[C@H](O)C#Cc1cnc2c(c1)C(=O)N([C@H](C)CO)C[C@@H](C)[C@H](CN(C)Cc1ccccn1)O2	-5	-3	-4	nt	2	9	nt	-4
COc1ccc(-c2ccc([C@@H]3[C@H](CO)N4CCCCN(C(=O)c5ccc(F)cc5)C[C@@H]34)cc2)cc1	3	nt	-5	nt	-1	-4	2	-3
COc1ccc(-c2ccc([C@@H]3[C@H]4CN(CC5CCOCC5)CCCCN4[C@H]3CO)cc2)cc1	-6	22	-1	nt	-1	-11	-3	3
CCn1c(SCC(=O)Nc2nc(C)cs2)nnc1-c1ccncc1	-1	-3	nt	-1	2	7	-1	9
COc1ccc(S(=O)(=O)N2CCN(c3ccccc3OC)CC2)cc1	-16	8	-2	-8	-3	4	25	3
Cc1cn(CC(=O)NCCCc2ccccc2)c(=O)[nH]c1=O	28	3	nt	18	0	-5	-6	3
COc1ccccc1Nc1nc(C)cs1	nt	nt	-4&-1	-4	nt	nt	3	7&-3
CC(NC(=O)C1CCN(c2nnc(N3CCCC3=O)s2)CC1)c1ccccc1 (centres undefined)	9	7	1	-3	0	0	7	-2
COc1ccc(-c2nc(-c3ccccn3)no2)cc1	-2	86*	nt	20	-5	100*	104*	nt
C/C=C/c1ccc([C@H]2[C@@H](CO)N(C(C)=O)[C@@H]2CN(CC)C(=O)CN(C)C)cc1	-1	-2	4	4	-1	22	1	-1
CCN(CC(=O)Nc1c(F)cccc1F)C(=O)CCNS(=O)(=O)c1ccc(C)c(C)c1	-2	-2	nt	2	1	9	9	1
